Compound activity deposited in PubChem BioAssay by Fisher Drug Discovery Resource Center.
hcGAS inh: inhibitors of human cGAS; Q8N884; actives 0.081% (n = 290,000); inhibition, % at 12.5 µM; AID 1259398; recombinant h-cGAS, ATP depletion, Kinase-Glo luminescence;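 further: 0% = vehicle reaction and 100% = reaction without DNA for no activity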
Target sequence (Q8N884 whole entry, looked up): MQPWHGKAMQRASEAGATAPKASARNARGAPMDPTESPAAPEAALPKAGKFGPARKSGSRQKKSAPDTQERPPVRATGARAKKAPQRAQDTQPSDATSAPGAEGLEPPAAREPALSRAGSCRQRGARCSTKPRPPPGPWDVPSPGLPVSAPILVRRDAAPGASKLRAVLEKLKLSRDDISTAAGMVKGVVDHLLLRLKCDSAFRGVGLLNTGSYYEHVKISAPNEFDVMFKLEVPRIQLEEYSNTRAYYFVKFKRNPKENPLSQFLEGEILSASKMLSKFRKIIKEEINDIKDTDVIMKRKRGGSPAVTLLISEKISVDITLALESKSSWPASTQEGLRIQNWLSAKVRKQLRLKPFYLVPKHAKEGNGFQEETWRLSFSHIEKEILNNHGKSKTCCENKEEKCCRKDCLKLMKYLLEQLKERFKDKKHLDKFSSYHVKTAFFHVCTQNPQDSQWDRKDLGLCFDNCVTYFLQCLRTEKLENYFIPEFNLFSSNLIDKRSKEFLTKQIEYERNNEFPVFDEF
NPYLR7 ag: activates Aedes aegypti NPYLR7 receptor; activation, % at 10 µM; HEK293T NPYLR7/Galpha15, GCaMP6s calcium fluorescence; actives 0.15% (n = 270,000); AID 1259423; in the data active means activation above about 40%;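 further: 0% = vehicle and 100% = reference agonist at the receptor; some compounds past the cut are filed as inactive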
mcGAS inh: inhibitors of mouse cGAS; recombinant cGAS, Kinase-Glo ATP depletion luminescence; Q8C6L5; actives 0.15% (n = 160,000); inhibition, % at 12.5 µM;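 further: 0% = negative control wells and 100% = reference inhibitor with no enzyme activity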
Numbers without * were called inactive; & = joins results of further samples. Unless noted, no stated cut-off is given here; in the data, active means inhibition above about 40%; inactive means the rest.

What do the screens show for `O=S1(=O)CCN2C(c3cc4ccccc4o3)=CSC2=N1`?
hcGAS inh: -12; NPYLR7 ag: 3

What do the screens show for `Cc1cc(C)c(C#N)c(SCC(=O)N(C)CCC#N)n1`?
hcGAS inh: -12; NPYLR7 ag: 21

Results for Cc1ccc(S(=O)(=O)NC(=O)C(NC(=O)c2ccco2)C(C)C)c(C)c1 (stereo not given) ?
hcGAS inh: -2; NPYLR7 ag: 5

What do the screens show for `Cc1nc2cc(-c3ccc(I)cc3)nn2c(C)c1Cl`?
hcGAS inh: -5; NPYLR7 ag: 4

Results for CCOc1ccc(C(=O)N2CCN(c3ccccc3)CC2)cc1OCC ?
hcGAS inh: -6; NPYLR7 ag: 1

What do the screens show for `Cc1ccc2cccc(Oc3nc(C)nc4sc5c(c34)CCC5)c2n1`?
hcGAS inh: -6; NPYLR7 ag: -1

How did O=C1CCCN1c1ccc(Cn2nc3c(-c4nc(-c5ccccc5)no4)cccn3c2=O)cc1 do in these assays?
hcGAS inh: -5; NPYLR7 ag: 17; mcGAS inh: -4

What do the screens show for `CC(=O)NC(=Nc1nc(C)c2cc(C)c(C)cc2n1)NC(C)=O`?
hcGAS inh: -2; NPYLR7 ag: -8; mcGAS inh: -3

What do the screens show for `CCn1nnnc1SCC(=O)N(C)Cc1ccc2c(c1)OCCO2`?
hcGAS inh: -5; NPYLR7 ag: 6

What do the screens show for `CC(NC(=O)CCSCc1ccc(F)cc1)c1cn2ccsc2n1` (stereo not given)?
hcGAS inh: -2; NPYLR7 ag: 7; mcGAS inh: -19

How did Cc1cc(C(=O)NCc2cccnc2N(C)C2CCCCC2)nn1C do in these assays?
hcGAS inh: -5; NPYLR7 ag: 10

How did Cc1cc(Cl)ccc1OCC(=O)NCC(=O)N=Nc1c(O)[nH]c2ccccc12 do in these assays?
hcGAS inh: -4; NPYLR7 ag: 15; mcGAS inh: -6

How did O=C(COCc1ccccc1)N1CCN(C(C(=O)N2CCc3ccccc3C2)C2CCCC2)CC1 (stereo not given) do in these assays?
hcGAS inh: 0; NPYLR7 ag: -1

Results for O=C(c1ccc(Br)cc1)N1CCc2c([nH]c3ccccc23)C1c1ccc([N+](=O)[O-])c(Cl)c1 (stereo not given) ?
hcGAS inh: -3; NPYLR7 ag: 11; mcGAS inh: -5

Results for CCC(C)C(NC(=O)c1ccc(OC)cc1)C(=O)Nc1nnc(-c2cccc(Cl)c2)s1 (stereo not given) ?
hcGAS inh: -2; NPYLR7 ag: 0; mcGAS inh: -3

How did Cc1[nH]n(-c2ccc(F)cc2)c(=O)c1C1=C([n+]2ccccc2)C(=O)N(Cc2ccc(F)cc2)C1=O do in these assays?
hcGAS inh: -9; NPYLR7 ag: -3; mcGAS inh: -7

Results for Cc1cc(-c2csc(NC(=O)c3c(O)cc(F)cc3F)n2)c(C)o1 ?
hcGAS inh: -1; NPYLR7 ag: -3; mcGAS inh: 0

How did CCc1nc(SCC(=O)N2CCCN(C(=O)C3CCCO3)CC2)n[nH]1 (stereo not given) do in these assays?
hcGAS inh: -5; NPYLR7 ag: 3; mcGAS inh: -16

How did COc1c2ccoc2nc2c(OC)c(OC[C@@H](O)C(C)(C)O)ccc12 do in these assays?
hcGAS inh: -7; NPYLR7 ag: 3; mcGAS inh: -2

Results for CCOc1nn(CC)cc1C(=O)N1CCOCC1 ?
hcGAS inh: 0; NPYLR7 ag: 4

What do the screens show for `COc1ccc(-n2ccnc(SCC(=O)NC3CCCCC3)c2=O)cc1Cl`?
hcGAS inh: 5; NPYLR7 ag: 3; mcGAS inh: 1

Results for Cc1cccc(-n2ncc3c(=O)[nH]c(-n4nc(C)cc4NC(=O)COc4ccccc4C)nc32)c1 ?
hcGAS inh: -1; mcGAS inh: 1

Results for CN(C)c1ccc(C=NN=C2NC(=O)C(Cc3ccccc3[N+](=O)[O-])S2)cc1 (stereo not given) ?
hcGAS inh: -2; NPYLR7 ag: -1; mcGAS inh: -3

How did CCOc1ccc(N(CC(=O)NCc2ccncc2)S(=O)(=O)c2ccc(SC)cc2)cc1 do in these assays?
hcGAS inh: -4; NPYLR7 ag: 5; mcGAS inh: -4

How did Cc1oc(-c2ccoc2)nc1CN1CCCC1c1nccs1 (stereo not given) do in these assays?
hcGAS inh: -3; NPYLR7 ag: -8; mcGAS inh: -5

How did COC(=O)c1ccc(COC(CN2CCN(S(=O)(=O)c3cn(C)c(C)n3)CC2)c2cccc(OC)c2)cc1 (stereo not given) do in these assays?
hcGAS inh: -6; mcGAS inh: -9

What do the screens show for `COc1cccc2c1OC(c1ccc3c(c1)OCO3)C([N+](=O)[O-])=C2` (stereo not given)?
hcGAS inh: -2; NPYLR7 ag: 6

How did N#Cc1cc2c(cc1NS(=O)(=O)c1cccc(S(=O)(=O)c3ccccc3)c1)OCO2 do in these assays?
hcGAS inh: -6; NPYLR7 ag: -1

What do the screens show for `Cc1ccc(N2CCC(NC(=O)N3CCSC(C)(C)C3)CC2)nc1`?
hcGAS inh: -10; NPYLR7 ag: 3; mcGAS inh: -16

What do the screens show for `CC(C)c1ccc(NC(=O)Nc2ccc(N3CCCC3)c(C(=O)NCCc3ccccc3)c2)cc1`?
hcGAS inh: -4; NPYLR7 ag: 2; mcGAS inh: -4

Results for CN(Cc1ccccc1)Cn1nc2n(C)c(=O)c3ccccc3n2c1=S ?
hcGAS inh: -4; NPYLR7 ag: 16

What do the screens show for `Cn1c(N)c(Br)c(=O)[nH]c1=O`?
hcGAS inh: 5; NPYLR7 ag: 5

What do the screens show for `CC(=O)NCCNc1nc(CN2CCC(C)CC2)nc2sc3c(c12)CCC3`?
hcGAS inh: -3; NPYLR7 ag: 2

What do the screens show for `CN(C)c1ccc(NC(=O)c2ccco2)cc1CN(C(=O)c1cccc(F)c1)C1CCCCC1`?
hcGAS inh: 3; NPYLR7 ag: -4; mcGAS inh: -1

How did CNC(=O)CC(C)N(C)Cc1ccc(C(=O)Nc2ccccc2)cc1 (stereo not given) do in these assays?
hcGAS inh: -5; NPYLR7 ag: 6; mcGAS inh: -15

How did O=C(Oc1ccccc1)OC1CCS(=O)(=O)C1 (stereo not given) do in these assays?
hcGAS inh: -13; NPYLR7 ag: 1; mcGAS inh: -3

Results for Cc1ccc(N2C(=O)CSC2c2ccc(NS(=O)(=O)c3cccc4cccnc34)cc2)cc1C (stereo not given) ?
hcGAS inh: -3; NPYLR7 ag: 8; mcGAS inh: -4

How did COc1ccc(-n2c(-c3ccccc3)cc(C(=O)N3CCN(C(=O)c4cccc(F)c4)CC3)c2C)cc1OC do in these assays?
hcGAS inh: -1; NPYLR7 ag: 1; mcGAS inh: -3

Results for Cn1c(SCC(=O)Nc2ccccc2N2CCOCC2)nnc1-c1ccccc1F ?
hcGAS inh: -4; NPYLR7 ag: 5; mcGAS inh: -8

Results for C[C@@H]1CN(C(=O)c2nc3sccn3c2-c2nc3ccc(F)cc3[nH]2)C[C@H](C)O1 ?
hcGAS inh: -5; NPYLR7 ag: 18

How did C=C1CCC(=O)C(C)CCC2C1CC2(C)C (stereo not given) do in these assays?
hcGAS inh: -4; NPYLR7 ag: -8; mcGAS inh: -3

How did O=S(=O)(c1ccc(Br)cc1)N1CCN(Cc2nc(-c3ccccc3)no2)CC1 do in these assays?
hcGAS inh: -8; NPYLR7 ag: 6

What do the screens show for `COc1cc(-c2ccc(C)s2)cc2c1OCCN(CCc1cn[nH]c1)C2`?
hcGAS inh: -9; NPYLR7 ag: 21

How did O=C(CSc1nc2ccccc2s1)Nc1cc(C(=O)O)cc(C(=O)O)c1 do in these assays?
hcGAS inh: 0; NPYLR7 ag: -4; mcGAS inh: 1

How did Cc1ccc(N=Nc2c(O)[nH]c3ccc([N+](=O)[O-])cc23)cc1C do in these assays?
hcGAS inh: -5; NPYLR7 ag: -3

Molecules above that contain an aryl thioether with sulfur outside any ring:
What do the screens show for `Cc1cc(C)c(C#N)c(SCC(=O)N(C)CCC#N)n1`?
hcGAS inh: -12; NPYLR7 ag: 21

What do the screens show for `CCn1nnnc1SCC(=O)N(C)Cc1ccc2c(c1)OCCO2`?
hcGAS inh: -5; NPYLR7 ag: 6

How did CCc1nc(SCC(=O)N2CCCN(C(=O)C3CCCO3)CC2)n[nH]1 (stereo not given) do in these assays?
hcGAS inh: -5; NPYLR7 ag: 3; mcGAS inh: -16

What do the screens show for `COc1ccc(-n2ccnc(SCC(=O)NC3CCCCC3)c2=O)cc1Cl`?
hcGAS inh: 5; NPYLR7 ag: 3; mcGAS inh: 1

How did CCOc1ccc(N(CC(=O)NCc2ccncc2)S(=O)(=O)c2ccc(SC)cc2)cc1 do in these assays?
hcGAS inh: -4; NPYLR7 ag: 5; mcGAS inh: -4

Results for Cn1c(SCC(=O)Nc2ccccc2N2CCOCC2)nnc1-c1ccccc1F ?
hcGAS inh: -4; NPYLR7 ag: 5; mcGAS inh: -8

How did O=C(CSc1nc2ccccc2s1)Nc1cc(C(=O)O)cc(C(=O)O)c1 do in these assays?
hcGAS inh: 0; NPYLR7 ag: -4; mcGAS inh: 1

The list goes on.
Results for COc1ccc(C(=O)N=Nc2c(O)n(CN3CCCCC3)c3ccccc23)cc1OC ?
hcGAS inh: -6; NPYLR7 ag: -7; mcGAS inh: -7

Results for COc1ccc2[nH]c3c(c2c1)CCN(C(=O)C=C(C)C)C3c1ccc(COC(C)=O)o1 (stereo not given) ?
hcGAS inh: -8; NPYLR7 ag: 5; mcGAS inh: -6

What do the screens show for `CN1CCC(Nc2cc(Cl)ccc2OCC(F)(F)F)C1=O` (stereo not given)?
hcGAS inh: -2&-4; NPYLR7 ag: -4&-16

How did COc1ccc(CCNC(=O)c2ccccc2N2CCC(NC(=O)c3ccc(Cl)cc3)CC2)cc1OC do in these assays?
hcGAS inh: -6; NPYLR7 ag: 2; mcGAS inh: -6

What do the screens show for `Cc1c(Cl)c(C(=O)N2CCC(C(C)N3CCOCC3)CC2)nn1C` (stereo not given)?
hcGAS inh: 4; mcGAS inh: 0

How did CCc1ccc(C(NS(=O)(=O)c2c(C)noc2C)c2cccs2)cc1 (stereo not given) do in these assays?
hcGAS inh: -10; NPYLR7 ag: 6; mcGAS inh: -16

What do the screens show for `COc1ccc(NC(=O)N2CCCC(Nc3ccc(C)c(C)c3)C2)c(OC)c1` (stereo not given)?
hcGAS inh: -8; NPYLR7 ag: 15

Results for COC(=O)c1cc(C(=O)OC(C)(C)C)n(-c2ccccc2)n1 ?
hcGAS inh: -4; NPYLR7 ag: 8

What do the screens show for `CC(C)(C)c1nc2sc3c(c2c(=O)o1)CCCC3`?
hcGAS inh: -2; NPYLR7 ag: -4

How did CC1CCCCC1NC(=O)C1CCC(=O)N1C(C)C (stereo not given) do in these assays?
hcGAS inh: -9; NPYLR7 ag: 7

What do the screens show for `CC(=O)N1N=C(c2ccccc2Cl)OC1C(=O)N[C@@H](Cc1cnc[nH]1)C(N)=O` (stereo not given in full)?
hcGAS inh: -5; NPYLR7 ag: 12

What do the screens show for `Cc1ccccc1C1c2ccsc2CCN1CCC(=O)N1CCN(S(=O)(=O)c2ccc(Cl)cc2)C(C)C1` (stereo not given)?
hcGAS inh: -1; NPYLR7 ag: 9; mcGAS inh: -3

How did CS(=O)(=O)Oc1ccc(CN(Cc2ccco2)C(=O)c2cccs2)cc1 do in these assays?
hcGAS inh: -12; NPYLR7 ag: 3; mcGAS inh: -5

Results for CCCN(C1=NC2CS(=O)(=O)CC2S1)c1ccc(Cl)cc1 (stereo not given) ?
hcGAS inh: -7; NPYLR7 ag: 9; mcGAS inh: -4

What do the screens show for `Cc1c(C#N)c(N)nc(SCC(N)=O)c1C#N`?
hcGAS inh: 1; NPYLR7 ag: 6; mcGAS inh: 15

What do the screens show for `NC(=O)c1csc(C(=O)N(CC2CCC2)c2ccccc2)c1`?
hcGAS inh: -16&-6; NPYLR7 ag: 1&2

What do the screens show for `O=C1C2C3C=CC(O3)C2C(=O)N1c1ccc(F)cc1` (stereo not given)?
hcGAS inh: 1; NPYLR7 ag: -11; mcGAS inh: 0

What do the screens show for `O=C(CN(C(=O)Nc1ccccc1C(F)(F)F)C1CC1)N(CCc1c[nH]c2ccccc12)Cc1ccc(Cl)c(Cl)c1`?
hcGAS inh: -1; NPYLR7 ag: 16; mcGAS inh: -6

Results for COc1ccc(/C=C2/SC(=O)N(CC(=O)NN3CCN(C)CC3)C2=O)cc1OC ?
hcGAS inh: -5; NPYLR7 ag: -3

What do the screens show for `Cc1nn2c3ccccc3n(CCOc3ccccc3)c2nc1=O`?
hcGAS inh: -10; NPYLR7 ag: 16

Results for Cn1c(=O)c2c(nc3n2CC(c2ccc(Cl)cc2)=NN3Cc2ccccc2F)n(C)c1=O ?
hcGAS inh: 1; NPYLR7 ag: 3; mcGAS inh: -4

Results for CC(C)N(CC(=O)Nc1nc(CC(=O)N2CCN(c3cccc(C(F)(F)F)c3)CC2)cs1)C(=O)c1ccccc1 ?
hcGAS inh: -5; NPYLR7 ag: -9; mcGAS inh: -6

How did CCCc1c(C(=O)N2CCN(C(C)=O)CC2)cnn1-c1ccc(OC)cc1 do in these assays?
hcGAS inh: -1; NPYLR7 ag: 15; mcGAS inh: -3

How did Cn1c(NCCO)nc2c1c(=O)[nH]c(=O)n2C do in these assays?
hcGAS inh: -1; NPYLR7 ag: 4; mcGAS inh: -3

How did O=C(O)C1CC2(CCNCC2)CN1Cc1nc2ccccc2[nH]1 (stereo not given) do in these assays?
hcGAS inh: -7; NPYLR7 ag: -3

How did CCOCC(=O)N1CCc2nc(N3CCN(CC)CC3)sc2C1 do in these assays?
hcGAS inh: -8; mcGAS inh: -5

What do the screens show for `NC(=O)c1oc2ccccc2c1NC(=O)c1cccc(OC(F)F)c1`?
hcGAS inh: -8; NPYLR7 ag: 4

How did O=C(O)C=CC(=O)N1CCCCC1 do in these assays?
hcGAS inh: 4; NPYLR7 ag: 0
